Coupling enz: coupling enzyme interference in Giardia aldolase counter-screen | AID 2472 | activity change, negative = inhibition, % at 58.2 µM, hits read low | coupling enzyme system counterscreen, AmpLite Red fluorescence | 0.67% of 290,000 active; in the data active = activity change below about -30%; note: % is set by controls: 0 for no effect and ±100 for the full control effect
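Counterscreen lacking aldolase: glyceraldehyde-3-phosphate coupling-enzyme reagent preincubated 10 min at RT with compound (at 57.5 uM final), then substrate/coupling system with AmpLite Red added; fluorescence read at 525/598 nm after 20 min RT.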
hERG WT inh: blocks the wildtype human KCNH2 potassium channel; AID 720551; Q12809; U2OS, BacMam KCNH2, thallium flux FluxOr; hits give low values; 0.37% of 340,000 active; activity change, % at 1.84 µM;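 active = maximum activity change below -70%; inconclusive = maximum activity change between -70% and -50%; inactive = maximum activity change above -50%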; note: % is set by controls: 0 for no effect and ±100 for the full control effect
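U2OS cells were transduced with wild-type KCNH2 virus (2.03 x 10^8 / mL) for 4 h at room temperature, then cultured overnight at 37 C. Thallium flux was read with FluxOr dye. Rate constants were normalized to DMSO controls.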
S-ASM inh: human S-ASM enzyme inhibition. Potency, µM (series often up to 57.5 µM), inactives show top-dose activity change, negative = inhibition, usual class: inhibitors. 0.006% of 340,000 active. P17405. placental ASM, HMU-PC fluorogenic substrate, 60 min. AID 504937; note: potency is the fitted concentration of half-maximal effect
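Human placenta-derived ASM enzyme was preincubated with compound for 10 minutes at room temperature, then given fluorogenic substrate HMU-PC0 (9 uM final) for 60 minutes at 37 °C; a pH 10 stop preceded fluorescence reading at Ex 386/Em 447 nm.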
TRPV1 agonist: activates the human vanilloid receptor TRPV1; Q8NER1; TRPV1-expressing cells, Fluo-8 calcium influx, agonist mode; activation, % at 8.33 µM; 0.19% of 320,000 active; AID 540275; in the data active = activation above about 80%; inconclusive = between about 30% and that limit; note: 0% is about no effect
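Cells expressing TRPV1 were dye-loaded with Fluo-8 and read kinetically: 10 s baseline, 3 min after compound (agonist portion), then 2 min after EC20 capsaicin (allosteric enhancer portion). Calcium-bound dye fluorescence at 480/520 nm.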
MBNL1 CUG block: blocks human MBNL1 binding to CUG repeat RNA | TR-FRET MBNL1-His/biotin-(CUG)12 binding, 665/545 ratio | AID 2675 | Q9NR56 | 0.036% of 280,000 active | Potency, µM (doses to about 57.5 µM), for the others: top-dose activity change, negative = inhibition, hits mostly inhibitors; active = well fitted inhibition curve with a large enough effect in the signal ratio, with a control signal flat, not every such curve was filed as active; inconclusive = small, poorly fitted or top-dose-only effect, or effect the other way, or a change in a side signal; inactive = no such curve, though single readings can be large or run the other way; the % refers to the signal ratio; note: potency is the fitted concentration of half-maximal effect; % is set by controls: 0 for no effect and ±100 for the full control effect
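TR-FRET readout: Ex 340 nm, 665/545 nm emission ratio, normalized to buffer-only (basal) and MBNL1-(CUG)12 controls. Complex of MBNL1-His with Biotin-(CUG)12, compounds 92 nM–58 uM, incubated 60 min at room temperature.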
GALK inhibitor: blocks human galactokinase activity | P51570 | Purified GALK, Kinase-Glo residual ATP luminescence | Potency, µM (highest dose often 57.5 µM), inactives show at the highest dose activity change, negative = inhibition, usual class: inhibitors | 0.007% of 270,000 active; note: potency is the fitted concentration of half-maximal effect; % is set by controls: 0 for no effect and ±100 for the full control effect
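Compounds were pin-transferred into ATP buffer (35 uM final), then GALK plus galactose (5 nM, 100 uM final) was added. After 1 h at room temperature, Kinase-Glo Plus was added and luminescence read after 10 min.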
CXXC DNA block: MLL CXXC-DNA interaction inhibition; MLL-CXXC / FITC-HOXA9 DNA fluorescence polarization; Q03164; 0.037% of 290,000 active; Potency, µM (highest dose often 115 µM), without a hit: top-dose activity change, negative = inhibition, usual class: inhibitors; AID 2662; active = well fitted inhibition curve with a large enough effect in the polarisation, with a control signal flat, not every such curve was filed as active; inconclusive = small, poorly fitted or top-dose-only effect, or effect the other way, or a change in a side signal; inactive = no such curve, though single readings can be large or run the other way; the % refers to the polarisation; note: potency is the fitted concentration of half-maximal effect
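Fluorescence polarization: 7 uM MLL-CXXC (stock) preincubated 5 min with compounds, then 50 nM fluorescein-HOX-A9 DNA (stock) added; 30 min ambient. Buffer 50 mM Tris-HCl pH 7.5, 50 mM NaCl, 1 mM DTT, 0.05% BSA.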
KCNH2 3.1 inh: blocks the human KCNH2 3.1 channel isoform | activity change, % (tested at about 1.8 µM) | AID 720553 | 0.95% of 340,000 active | U2OS KCNH2 3.1, thallium flux FluxOr; hits give low values;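 active = maximum activity change below -70%; inconclusive = maximum activity change from -70% to -50%; inactive = maximum activity change above -50%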;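 note: thallium influx rate constant from kinetic fluorescence after stimulation buffer; % is set by controls: 0 for no effect and ±100 for the full control effect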
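U2OS cells transduced with KCNH2 3.1 mutant virus (1.77 x 10^8 /mL, 4 h), plated overnight at 37 C, loaded 45 min with FluxOr dye plus Red40 quencher. Thallium flux rate constant from kinetic reads after stimulation buffer, normalised to controls.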
Integrin act MD: activators of alpha7 integrin expression for muscular dystrophy; alpha7betagal myoblasts, beta-gal FDG fluorescence, 48 h; Potency, µM (doses to about 38.3 µM), for the others: at the top dose activation, most hits filed as activators; 0.064% of 350,000 active; AID 624291;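 note: potency is the fitted concentration of half-maximal effect; 100% = response of the positive control SU9516; nearly all actives have a fitted effect of over 60% in size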
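Alpha7betagal+/- myoblasts (passage 13) were plated 16-24 hr, then exposed to compounds (1:260 dilution of DMSO stock) for 48 hours at 37C. After MPER lysis, β-galactosidase reporter activity was read as FDG fluorescence (ex 480/em 540) after 30 minutes.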
A-T KAP1 phos: potential ataxia-telangiectasia treatments restoring KAP-1 phosphorylation | Potency, µM (highest dose often 57.5 µM), without a hit: at the highest dose activation, actives largely listed as activators | 0.19% of 320,000 active | […] A-T fibroblasts, KAP-1 phosphorylation AlphaLISA; neocarzinostatin DNA damage 30 min before lysis; note: potency is the fitted concentration of half-maximal effect; % of control where 0% means no effect; nearly all actives have a fitted effect of over 45% in size
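hTERT-immortalized A-T patient fibroblasts ([…]), 500 cells/well in OPTI-MEM, 1% FBS, got compounds for 60 min, then NCS for 30 min at 37C. Lysates were then assayed for phospho-KAP-1 by AlphaLISA (anti-pKAP1 donor, anti-KAP1 acceptor beads), 6 hr at 25C.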
* hit, by the source's call; ? = inconclusive; / = no result given; [ ] = dose if it differs, or a comment. Unless noted, calls come from the whole dose curve; as a rule, active = well fitted curve in the direction sought with a large enough effect; inconclusive = small, poorly fitted or top-dose-only effect, or another doubt; inactive = no such curve, though single readings can be large; an effect the other way counts as inactive or inconclusive.

[1] COc1ccc(C(=O)CNc2ccccc2Br)cc1
[2] Cc1csc2ncc(C(=O)Nc3cccc(C(F)(F)F)c3)c(=O)n12
[3] CC(=O)Oc1ccc2ccccc2c1C(NC(=O)Cc1ccccc1)c1ccccc1 (stereo not given)
[4] Cc1ccc(OCCC(=O)OCC(=O)NCc2ccccc2)cc1
[5] CCN(CC)S(=O)(=O)c1ccc(N2CCCC2)c(NS(=O)(=O)c2ccccc2)c1
[6] CC(C)(C)C(=O)CSc1nc2ccccc2o1

assay / entry	1	2	3	4	5	6
S-ASM inh	-5%	13%	-4%	2%	1%	-3%
CXXC DNA block	9%	4%	12%	/	-1%	50%[activator]
hERG WT inh	6	-6	-9	-3	-6	-1
Integrin act MD	-38%	1%	-10%	-6%	9%	16%
MBNL1 CUG block	4%	-7%	-2%	/	/	-2%
KCNH2 3.1 inh	-8	5	-8	4	4	5
A-T KAP1 phos	-4%	-1%	12%	6%	-2%	0%
TRPV1 agonist	22	10	?	?	-5	6
GALK inhibitor	1%	1%	-1%	/	-1%	-1%
Coupling enz	-3	1	0	/	-5	4

[7] COc1ccccc1CN1CC(C(=O)N(CCO)Cc2cccs2)CCC1=O (stereo not given)
[8] N#CC1=C(N)C(C#N)(C#N)[C@H](c2ccncc2)[C@H]2CC3(CC=C12)OCCO3
[9] O=C(Oc1ccc2c(c1)OCO2)c1ccc(F)cc1Cl
[10] Cc1c(NC(=O)CN2CCN(c3ccc(F)cc3)CC2)c(=O)n(-c2ccccc2)n1C
[11] N#CC[C@H](Cc1ccccc1)N1CCN(CCc2ccccc2)CCC1=O
[12] CC12COC3(P(=O)(c4ccccc4)c4ccccc4)CC1CCC23CP(=O)(c1ccccc1)c1ccccc1 (stereo not given)

assay / entry	7	8	9	10	11	12
S-ASM inh	-2%	16%	-2%	2%	-1%	1%
CXXC DNA block	5%	14%	56%[activator]	6%	5%	3%
hERG WT inh	55	2	-6	-6	6	18
Integrin act MD	-29%	-25%[7.66 µM]	-27%	14%	10%	-6%
MBNL1 CUG block	4%	11%	-9%	-3%	3%	-3%
KCNH2 3.1 inh	-3	7	-15	14	15	-1
A-T KAP1 phos	9%	-3%	10%	-2%	5%	2%
TRPV1 agonist	0	0	-1	2	4	?
GALK inhibitor	-4%	0%	12%	0%	/	2%
Coupling enz	/	-9	-3	-1	1	-1

[13] CN(C)c1cccc(C(=O)NC2CCCc3ccccc32)c1 (stereo not given)
[14] O=C(NCc1ccccn1)c1nc(-c2cccs2)no1
[15] COc1ccc(-c2c(NC(C)=O)n(C)c3ccccc3c2=O)cc1
[16] CCC1(C)Cc2c(sc3nnn(CC(=O)Nc4ccc(C)cc4)c(=O)c23)CO1 (stereo not given)
[17] CCN(CC)CCOC(=O)c1ccc([N+](=O)[O-])cc1
[18] COc1ccc(/C=C(\NC(=O)c2ccccc2)C(=O)N2CCC(C)CC2)cc1

assay / entry	13	14	15	16	17	18
S-ASM inh	13%	0%	9%	-9%	-2%	-2%
CXXC DNA block	4%	11%	?	28%	-4%	/
hERG WT inh	-1	2	7	1	-3	4
Integrin act MD	-18%	-13%	0%	11%	8%	10%
MBNL1 CUG block	3%	-7%	-2%	?	?	/
KCNH2 3.1 inh	-5	9	4	11	-13	8
A-T KAP1 phos	3%	-2%	2%	2%	35µM*	11%
TRPV1 agonist	19	5	2	11	-3	-6
GALK inhibitor	-3%	10%	3%	0%	-3%	/
Coupling enz	-6	4	-3	-3	1	/

[19] O=C(c1noc2c1CSc1ccccc1-2)N1CCN(c2ccc(Cl)cc2)CC1
[20] O=C(O)COCC(=O)Nc1ccc2c(c1)CCC2
[21] O=c1c([N+](=O)[O-])c(O)c2ccccc2n1Cc1ccccc1
[22] COc1ccc(Cl)cc1NC(=O)C1CCCN(S(C)(=O)=O)C1 (stereo not given)
[23] O=C1c2ccccc2C(=O)N1c1cc([N+](=O)[O-])ccn1
[24] CCOc1ccccc1NC1=C(OC)C(=O)C(Nc2ccccc2OCC)=C(OC)C1=O

assay / entry	19	20	21	22	23	24
S-ASM inh	0%	5%	-1%	3%	2%	-7%
CXXC DNA block	3%	-10%	7%	-4%	-6%	/
hERG WT inh	9	-5	-1	4	-4	-7
Integrin act MD	0%	-18%	1%	30%	1%	1%
MBNL1 CUG block	-1%	-2%	6%	-6%	?	/
KCNH2 3.1 inh	4	-4	-4	-1	-9	-21
A-T KAP1 phos	0%	3%	9%	10%	-7%	/
TRPV1 agonist	4	4	0	-1	-5	/
GALK inhibitor	7%	0%	/	8%	3%	/
Coupling enz	2	6	2	1	2	/

[25] Cc1ccc(NC(=S)NCCC2=CCCCC2)cc1
[26] Cc1ccc(S(=O)(=O)Nc2cc(=O)[nH]c3c2CCC3)cc1
[27] COC(=O)c1cc(OC)c(OC)cc1NC(=O)Cn1nnc(-c2ccccc2Cl)n1
[28] COCCNC(=O)NC(=O)COC(=O)C1(c2ccc(Cl)cc2)CC1
[29] C=CCN(C(=O)CNC(=O)c1ccco1)C(C(=O)NC1CCCC1)c1ccc(OC)cc1 (stereo not given)
[30] O=C1CCCN1c1ccc(N2CCCC2=O)cc1

assay / entry	25	26	27	28	29	30
S-ASM inh	-2%	3%	-10%	1%	1%	-1%
CXXC DNA block	-2%	3%	9%	-1%	4%	22%
hERG WT inh	-6	-2	1	-2	6	2
Integrin act MD	-11%	16%	-9%	-8%	21%	23%
MBNL1 CUG block	0%	-4%	5%	-4%	6%	-3%
KCNH2 3.1 inh	-34	2	4	13	-6	34
A-T KAP1 phos	0%	3%	-2%	-13%	6%	-10%
TRPV1 agonist	?	5	3	-1	0	3
GALK inhibitor	3%	3%	-4%	-2%	-1%	2%
Coupling enz	0	-7	1	3	-4	-1

[31] COc1ccccc1C1N(c2cc(Cl)ccc2OC)C(=O)C2CCCN21 (stereo not given)
[32] Cc1c(Br)c(C(F)(F)F)nn1CC(=O)N1CCCC1
[33] CC(=O)N1CCc2ccc([N+](=O)[O-])cc21
[34] CCOC(=O)c1ccc(NC(=O)Nc2ccccn2)cc1
[35] COc1ccc(/C=N/OCc2ccc(Br)cc2)c(OC)c1
[36] CCN1C(c2ccccc2)=C(c2ccccc2)S/C1=C/C=C1\SC(=S)N(C)C1=O
[37] O=c1cc[nH]c2cc(C(F)(F)F)ccc12

assay / entry	31	32	33	34	35	36	37
S-ASM inh	5%	3%	-1%	-2%	0%	-3%	3%
CXXC DNA block	8%	-1%	/	-1%	-4%	3%	0%
hERG WT inh	-4	-8	-3	-2	18	-10	20
Integrin act MD	-6%	13%	10%	9%	-13%	12%	-22%
MBNL1 CUG block	-2%	-4%	/	-12%	2%	121%[activator]	3%
KCNH2 3.1 inh	1	4	-1	-17	-3	-7	5
A-T KAP1 phos	12%	/	/	0%	47%	/	-4%
TRPV1 agonist	/	1	/	4	-1	-3	3
GALK inhibitor	1%	6%	/	11%	-2%	11%	-2%
Coupling enz	-2	4	/	2	-1	0	1
